From PubChem
Pf Dd2 inh: blocks in vitro growth of P. falciparum Dd2. P. falciparum Dd2 growth, SYBR Green, 72 h. Potency, µM (titrated, usually from 28.9 µM), inactives show top-dose activity, negative = inhibition, actives largely listed as inhibitors. 120,000 tested, 4.3% active; active = well fitted inhibition curve with a large enough effect; inconclusive = small, poorly fitted or top-dose-only effect; inactive = no such curve, though single readings can be large or run the other way;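 also: plate controls were DMSO vehicle for no effect and reference drug for full effect; nearly all actives have a fitted effect of over 65% in size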
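Infected erythrocytes (Dd2, 0.3% parasitemia, 2.5% hematocrit final) are added to compound in RPMI-1640/Albumax II medium, grown 72 h at 37C in low oxygen, then lysed with saponin/Triton-X containing SYBR Green and read by fluorescence.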
Numbers without * were called inactive; i = inactive; u = inconclusive; [ ] = dose if it differs, or a comment. Potency is read from the fitted curve at half-maximal effect. The list is partial. The share of hits here may be higher or lower than overall.

molecule,Pf Dd2 inh
O=C(C1C2C(=O)N(C3CCCCCC3)C[C@@]23C=C[C@@H]1O3)N1CCS(=O)(=O)CC1 (stereo partly specified),-2%
Cc1cc(N2CCC(NC(=O)c3ccc4[nH]ccc4c3)C2=O)ccc1F (stereo unspecified),u
COc1cc(OC)c(NC(=O)NCc2ccc3c(c2)CCN3C(C)=O)cc1Cl,24%
CN1CCCCC(CC(=O)N2CCCc3ccccc32)C1=O (stereo unspecified),-19%
Cc1nc2c(c(C)nn2-c2ccccc2)c(C)c1CCC(=O)NCc1ccccc1,-27%
COc1ccc(-c2ccc3ncc(Nc4cccc(Cl)c4)n3n2)cn1,-7%[44.1 µM]
CN1C[C@@H](NC(=O)C2CCCCC2)C[C@H]1c1nc(-c2ccccc2)no1,-8%[44.1 µM]
Cc1cc(C)cc(OCC(=O)NCCc2nc3ccccc3[nH]2)c1,u
CC(C)CCN1CC2(Cc3ccccc3NC2=O)C1,-8%[44.1 µM]
COc1cncc(-c2cc3c(cc2OC)C2(CCN(C(C)=O)CC2)C(=O)N3)c1,i
Cc1cccc(C(=O)Nc2ccc(-c3nnc4n3CCCC4)cc2)c1,-10%
CNC(=O)C1CCC(Cn2c(=O)c3sccc3n(CC(=O)Nc3ccc(C)c(F)c3)c2=O)CC1 (stereo unspecified),u
CC[C@H]1CN2CC[C@H]1C[C@@H]2CNS(=O)(=O)c1ccccc1,i
CCc1ccc(NC(=O)Cn2c(=O)n(CCC(=O)N3CCc4ccccc4C3)c(=O)c3ccccc32)cc1,39%[activator]
O=C(CSc1nnc(CNC(=O)c2ccccc2)n1-c1cccc(Cl)c1)Nc1ccccc1F,u
Cc1ccc(S(=O)(=O)c2nc(-c3ccco3)oc2SCC(=O)c2ccc(Cl)cc2)cc1,-11%
CCCc1cc(C(=O)N[C@H](c2ccccn2)C2CC(O)C2)cs1 (stereo partly specified),-1%
CS(=O)(=O)c1ccc(-c2ccc(CN3CCOCC3)cn2)cc1,11%
Cc1ccc(-n2ncc3c(NCCO)ncnc32)cc1Cl,4%
COc1ccc(OC)c(CNC(=O)CC2CCCCN(C)C2=O)c1 (stereo unspecified),-6%
CCn1cc2nc(SCc3cc(C)ccc3C)n(Cc3ccc(OC)cc3)c(=O)c2n1,u
CCNC(=O)CCC[C@@H]1[C@H]2CCCN3CCC[C@@H](CN1Cc1cccnc1)[C@@H]23,4%
CC(C)C(=O)N1CCc2ccc(OCc3nc(C(=O)N4CCCC4)co3)cc2C1c1cccc(F)c1 (stereo unspecified),u
Cc1ccccc1C(=O)Nc1sc2c(c1C(=O)O)CCC(C(C)(C)C)C2 (stereo unspecified),-27%
Cc1[nH]c2ccccc2c1CC(=O)NC1CCCN(c2ncccn2)C1 (stereo unspecified),-1%

2 successive entries from above:
molecule,Pf Dd2 inh
CCNC(=O)CCC[C@@H]1[C@H]2CCCN3CCC[C@@H](CN1Cc1cccnc1)[C@@H]23,4%
CC(C)C(=O)N1CCc2ccc(OCc3nc(C(=O)N4CCCC4)co3)cc2C1c1cccc(F)c1 (stereo unspecified),u

(listing goes on)
molecule,Pf Dd2 inh
COc1cccc(-n2c(-c3cccc(F)c3)nc3c(cnn3-c3ccc(C)cc3)c2=O)c1,u
CCN(CC)C(=O)CC[C@H]1CNC(=O)[C@@H]2[C@@H](CCN2C(C)C)N1C,-2%[44.1 µM]
Cc1noc(-c2cn(C3CCN(C(=O)c4ccc(F)cc4Cl)C3)nn2)n1 (stereo unspecified),i
COc1ccc(S(=O)(=O)N2C[C@@H]3C[C@H](C2)c2c(NC(=O)Nc4ccccc4)ccc(=O)n2C3)cc1,-19%
COc1ccc(C(=O)N[C@@H]2CN(c3ncccn3)C[C@H]2CN(C)C)c(OC)n1,-5%
O=C(CN1CC(=O)NC1=O)NCc1ccc2[nH]c3c(c2c1)CCCCCC3,-15%
Cc1ccc(-c2ccc3nnc(CNC(=O)c4cccc5[nH]ccc45)n3n2)cc1C,-17%
COCC(=O)Nc1nc2c(s1)C[C@@H]1[C@](C)(CO)[C@H](O)CC[C@@]1(C)[C@@H]2CC(=O)NC(C)C,i
CCOC(=O)C1=CN(CC(=O)Nc2ccccc2CC)S(=O)(=O)N=C1C,98%[activator]
CCCCc1nn2c(=O)cc(COC(=O)c3cccc(NC(=O)c4cccs4)c3)nc2s1,-4%
CCN1C(=O)CCN(C(=O)CCc2ccccc2)CC12CCOCC2,u
CCC(CC)C(=O)Nc1ccc(OCc2cc(=O)n3ccc(C)cc3n2)cc1,24%
COc1cccc(Cn2c(CNC(=O)CCc3ccccc3)nc3cccnc32)c1,-5%
O=C1COc2ccc(-c3ccoc3)nc2CN1CCOc1ccccc1,-6%[44.1 µM]
O=C(Nc1ccc(OC(F)(F)F)cc1)c1cc2ccccn2n1,18%
Cc1ccc(C)c(CN2C(=O)c3ccccc3S(=O)(=O)c3ccc(C(=O)NCCc4ccc(Cl)cc4)cc32)c1,u
COc1ccc(CN2CC3(CCN(S(=O)(=O)C(C)C)CC3)C2=O)cc1,-20%
COCc1ccc(C(=O)NCC2COc3cc(OC)ccc3C2)o1 (stereo unspecified),-9%
O=C(Nc1ccc(Cl)cc1)N1CCc2nc(-c3ccc(Cl)cc3)nc(-c3ccccc3)c2C1,i
CCC1(N2CCN(C(=O)c3cc(Cl)ccc3OC)CC2)CCN(S(C)(=O)=O)C1 (stereo unspecified),-8%
CCOCC(=O)N1CCN(C(=O)N2CC3CC(C2)[C@H]2CCCC(=O)N2C3)CC1 (stereo partly specified),-4%
CNC(=O)[C@H]1C[C@H](Oc2ccccc2)CN1C(=O)c1ccccc1,-11%
CCCCN(CCCC)CCNC(=O)Cn1nc(CC)n2c(cc3sc(C)cc32)c1=O,i
CC(C)CCN1CCC2(Cc3ccccc3CNC2=O)C1 (stereo unspecified),u
Cn1cnc2c(=O)oc3ccc(S(=O)(=O)N4CCN(c5ccccc5)CC4)cc3c21,51%[activator]
CC(C)(C)C1CCc2c(sc(NC(=O)c3cccc(Cl)c3)c2C(=O)NCc2ccco2)C1 (stereo unspecified),u
O=C1CC(c2ccccc2)N(C(=O)CNC(=O)Nc2ccccc2)CCCCCCN1 (stereo unspecified),-19%
Cc1cc(=O)n(CC(=O)N2CCN(c3ccccc3F)CC2)c(-c2ccc(F)cc2)n1,29%
CN(CC1CCOC1)S(=O)(=O)Cc1ccc(Cl)cc1 (stereo unspecified),26%[5.79 µM]
Oc1ccc(-c2nc(C3CC3)nc3c2CCN(Cc2ccc(OC(F)(F)F)cc2)CC3)cc1,-2%
O=C(CCCn1ncn2c(cc3occc32)c1=O)NCc1ccccc1F,13%
Cc1ccc(NC(=O)Cn2c(C)cc3nc4n(c(=O)c32)CCCCC4)c(Cl)c1,i
Cn1cc(CNC(=O)C[C@@H]2C[C@H]3O[C@H](CNC(=O)NC4CCCCC4)[C@@H](O)[C@H]3O2)cn1,i
CNC(=O)[C@@H]1C[C@H](Oc2ccccc2)CN1S(C)(=O)=O,-9%
Cc1ccc(NC(=O)c2cc3cc(C)ccc3n2C)cc1,16%
COc1ccc(-n2nc(C(=O)Nc3ccccn3)c3c4ccccc4n(C)c3c2=O)cc1,43%[activator]
Cc1ccc(CNC(=O)N(C)C2CCc3nn(CC4CC4)c(=O)n3CC2)cc1 (stereo unspecified),-14%
O=C(CC1=C2CCCCC2NC1=O)NC1CCCCC1 (stereo unspecified),-12%
COc1ncccc1C(=O)N1CCC(CCC(=O)N2CCC(Cc3ccccc3)CC2)CC1,-24%
COc1ccc(CN2Cc3[nH]cnc3C[C@H]2C(=O)NCc2ccc(C#N)cc2)c2ccccc12,-12%
O=C(COc1ccc(NC(=O)C2CC2)cn1)NC1CCN(Cc2ccccc2)CC1,-12%
CCN(CC)CCCNC(=O)CN1N=C(c2ccccc2)CCC1=O,50%[activator]
CCn1c(=O)cc(SCC(=O)NCc2ccc(Cl)cc2)c2ccccc21,-16%
COc1ccc(-c2noc(Nc3ccc4c(c3)OCCO4)n2)cc1,-21%
Cc1ccc2cc3cc(C(=O)N4CCN(c5ccc(Cl)cc5)CC4)oc3nc2c1,36%
CC1CCN(S(=O)(=O)c2ccc3c(c2)N(CC(=O)NCCN(C)C)C(=O)CO3)CC1,u
Cc1c(Cl)cccc1NC(=O)Cn1nc(C(F)(F)F)c2c1CCC2,1%
COc1ccc(C(=O)NC(c2ccc(Cl)cc2)c2cc(Cl)c3cccnc3c2O)cc1 (stereo unspecified),2.8µM*
COc1ccc(C(=O)N2CCC(N3C[C@H](O)C[C@H]3C(=O)NC3CCCCC3)CC2)cc1OC,u
Cc1ccc(C2c3[nH]c4ccccc4c3CCN2C(=O)c2cccc(C)c2)cc1 (stereo unspecified),u

Further results:
structure,Pf Dd2 inh
COc1ccc(NC(=O)Cn2c(=O)n(Cc3ccc(C(=O)NCc4ccccc4Cl)cc3)c(=O)c3ccccc32)cc1,10µM*
COc1ccc(Nc2ccc3nnc(-c4ccc(C)cn4)n3n2)cc1,-11%[44.1 µM]
O=C(COc1ccccc1)N[C@H]1CO[C@H]2[C@@H]1OC[C@H]2OC(=O)Nc1cccc2ccccc12,i
CCOc1ccccc1CN1CC[C@H](c2n[nH]c(C)n2)[C@H](NC(=O)C2CC2)C1,u
CC(C)(C)C1CCc2c(sc3nc(-c4cc5ccccc5oc4=O)[nH]c(=O)c23)C1 (stereo unspecified),41%[activator]
CCOc1cc(C#N)c(NC(=O)Cn2nnc(-c3ccc(C)cc3)n2)cc1OCC,-5%
CCSc1ncc(CN2CCN(c3ccc4nccn4n3)CC2)cn1,-4%
O=C(CSc1nc(=O)n(Cc2cccnc2)c2c1CCC2)Nc1ccc(F)cc1F,37%[activator]
COc1ccc(CNC(=O)CC[C@H]2CNC(=O)[C@H]3NCC[C@H]3N2C)cc1,8%[44.1 µM]
Cc1cc(C(=O)N2c3ccccc3CC2c2nnc(C(C)C)o2)nn1C (stereo unspecified),i
Cc1c(-c2cccc(NC(=O)C(C)(C)C)c2)nc2ncccn12,u
Cn1cccc1CN1CCC2(CN[S+](=O)([O-])c3ccccc3N2)C1 (stereo unspecified),i
COc1ccc(C(=O)NCCc2nc3ccccc3[nH]2)cc1,i
Cc1noc(C)c1-c1cc2cc(CN(C)C)oc2c(NCC(C)C)n1,u
Cc1ccc(C2NC(=O)N(CC(=O)Nc3ccc(F)cc3)C3=C2C(=O)OC3)cc1 (stereo unspecified),i
Cn1nc(C2CCCC2)cc1[C@H]1CN2CC[C@H]1C[C@@H]2CNC(=O)Nc1ccccc1,u
CCCSCCCNC(=O)CN1C(=O)COc2ccc(S(=O)(=O)N3CCC(C)CC3)cc21,15%
O=C(NCc1cccs1)c1ccc2c(c1)sc1nc(-c3ccc(F)cc3)cn12,-12%
O=C(NCC1CC1)c1ccc(N2CC3CC(C2)[C@H]2CCCC(=O)N2C3)nc1 (stereo partly specified),i
O=C(Nc1cccc(F)c1)c1ccc2oc(=O)n(Cc3ccccc3)c2c1,u
OC1CC(c2cc(N3CCC(c4nnc5ccccn45)CC3)ncn2)C1 (stereo unspecified),-9%
O=C(CNC(=O)c1cnccn1)NC1CCCc2c1[nH]c1ccc(F)cc21 (stereo unspecified),-1%
CCC1Oc2ccc(NC(=O)Cc3ccccc3)cc2CN(Cc2ccc(OC)cc2)C1=O (stereo unspecified),-16%
CC(C)C(=O)N1CCC2(CC1)CN(c1ccccc1)C2=O,-14%
COc1cn(CC(=O)Nc2cc(C)cc(C)c2)c(CN2CCCCC2)cc1=O,-12%
O=C(O)CCC(=O)N1CCCC2(Cc3ccccc3N(C(=O)c3ccc(Cl)cc3)C2)C1 (stereo unspecified),i
COCc1nc2nc(-c3ccccc3)c(-c3cccnc3)cc2n1C,-6%[44.1 µM]
COc1ccc(CC2(CO)CCNCC2)cc1,-5%
O=C(Cn1ccn2nc(-c3ccccc3)c(CO)c2c1=O)Nc1cccc(F)c1,-8%
Cn1nccc1CN1CCC2(COc3ccccc3C(=O)N2)C1 (stereo unspecified),u

Part of the list above, field by field:
OC1CC(c2cc(N3CCC(c4nnc5ccccn45)CC3)ncn2)C1 (stereo unspecified)
  Pf Dd2 inh: -9%

O=C(Cn1ccn2nc(-c3ccccc3)c(CO)c2c1=O)Nc1cccc(F)c1
  Pf Dd2 inh: -8%

Cn1nccc1CN1CCC2(COc3ccccc3C(=O)N2)C1 (stereo unspecified)
  Pf Dd2 inh: u

COCc1nc2nc(-c3ccccc3)c(-c3cccnc3)cc2n1C
  Pf Dd2 inh: -6%[44.1 µM]

More entries:
structure,Pf Dd2 inh
O=C1c2ccccc2-c2onc3c(NCCO)cc(NC4CCCCC4)c1c23,8.9µM*
CC(C)c1noc(-c2cccn3c(CNC(=O)Cc4c[nH]c5ccccc45)nnc23)n1,-10%
CCC(C)C(=O)N1CCc2[nH]nc(C(=O)NCCCc3ccccc3)c2C1 (stereo unspecified),i
COc1ncccc1-c1ccc2onc(C)c2n1,18%[44.1 µM]
Cc1noc(-c2cn(C3CCN(C(=O)c4ccc5[nH]ccc5c4)CC3)nn2)n1,i
CC(C)c1nc(CCN(C)C(=O)c2cn(CCC3CCCCN3)nn2)no1 (stereo unspecified),-2%
COc1ccc2nc(NC(=O)c3nc(S(=O)(=O)Cc4ccccc4)ncc3Cl)sc2c1,-11%
COc1ccc(-c2cc(-c3cccc(C(N)=O)c3)cn3cncc23)cc1,3.5µM*
